GLP1R ag – activates the human GLP-1 receptor. P43220. HEK293 GLP-1R CRE-luciferase, luminescence, 4-6 h; cells express a hypersensitive GLP-1R form. Potency, µM (series often up to 45.6 µM), for inactives: at the highest dose activation, hits mostly activators. hit rate 0.007% among 380,000; also: % of control where 0% means no effect
Target sequence (P43220 whole entry, looked up): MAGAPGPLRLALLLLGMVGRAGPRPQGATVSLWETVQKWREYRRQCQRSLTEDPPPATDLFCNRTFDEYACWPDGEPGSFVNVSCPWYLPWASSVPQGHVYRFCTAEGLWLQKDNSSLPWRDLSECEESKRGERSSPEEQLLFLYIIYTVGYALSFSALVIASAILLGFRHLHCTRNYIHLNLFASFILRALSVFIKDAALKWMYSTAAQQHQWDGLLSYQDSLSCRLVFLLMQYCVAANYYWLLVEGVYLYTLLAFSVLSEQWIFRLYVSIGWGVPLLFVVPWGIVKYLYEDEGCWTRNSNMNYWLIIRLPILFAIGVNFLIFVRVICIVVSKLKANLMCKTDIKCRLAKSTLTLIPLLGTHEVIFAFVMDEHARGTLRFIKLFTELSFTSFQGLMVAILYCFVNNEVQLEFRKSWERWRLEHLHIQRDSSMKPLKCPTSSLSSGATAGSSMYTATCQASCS
HT1080-NT tox – kills 2HG-producing HT-1080-NT fibrosarcoma cells; HT-1080-NT fibrosarcoma viability, CellTiter-Glo ATP luminescence, 48 h; Potency, µM (titrated, usually from 46.1 µM), inactives show at the top dose activity, negative = less viability, most hits filed as cytotoxic; hit rate 1.6% among 360,000;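 also: NT is the 2HG producing partner of a matched IDH1 knockdown line; 0% = DMSO-treated cells and -100% = media-only wells without cells; nearly all actives have a fitted effect of over 55% in size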
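HT-1080-NT fibrosarcoma cells (2HG-overproducing), 750 cells/well in RPMI with 5% FBS, dosed after 2 h and incubated 48 h at 37C. CellTiter-Glo luminescence normalized to DMSO and no-cell wells; concentration-response curves fitted and classed.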
SW480 rereplic – induces DNA re-replication in SW480 colon adenocarcinoma cells. hit rate 1.8% among 340,000. SW480 DNA re-replication, Hoechst DNA content imaging, 48 h. Potency, µM (doses to about 46.1 µM), for inactives: top-dose re-replication activation, most hits filed as activators; also: % of control where 0% means no effect; nearly all actives have a fitted effect of over 55% in size
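Quantitative HTS format with DMSO vehicle controls; 48 hr drug incubation at 37 C, then 40 min Hoechst staining and scanning imager measurement at 405 nm excitation.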
KB-3-1 cytotox – KB-3-1 parental cell cytotoxicity. hit rate 1.4% among 400,000. KB-3-1 viability, CellTiter-Glo ATP luminescence, 72 h. Potency, µM (top dose mostly 46.1 µM), for the others: at the top dose activity change, negative = cytotoxic, usual class: cytotoxic; also: % is scaled to controls: 0 for no effect and ±100 for the full control effect; nearly all actives have a fitted effect of over 60% in size
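Cytotoxicity in the drug-sensitive parental line KB-3-1 was scored as loss of CellTiter-Glo luminescence following 72 h incubation with compound. Values come from curve fitting of normalized concentration-response data.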
TDP-43 yeast inh – rescues yeast growth from TDP-43 toxicity. hit rate 1.8% among 410,000. TDP-43 expressing yeast growth rescue, BacTiter-Glo, 24 h. Potency, µM (series often up to 46.1 µM), without a hit: at the highest dose growth rescue (activation), usual class: activators; also: % of control where 0% means no effect; nearly all actives have a fitted effect of over 50% in size
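Readout is BacTiter-Glo luminescence of cell growth, so inhibitors register as activators. TDP-43-expressing yeast at OD600=0.02 in galactose medium, after raffinose pregrowth to mid-log, were incubated with compound for 24 hr at 30 deg C.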
KB-V1 MDR tox – kills drug-selected multidrug resistant KB-V1 cells. KB-V1 MDR cells viability, CellTiter-Glo, 72 h. Potency, µM (highest dose often 46.1 µM), without a hit: top-dose activity change, negative = cytotoxicity, hits mostly cytotoxic. hit rate 3.4% among 400,000; also: % is scaled to controls: 0 for no effect and ±100 for the full control effect; nearly all actives have a fitted effect of over 60% in size
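Cytotoxicity via CellTiter-Glo luminescence after 72 h compound exposure at 37 degrees C. Cells: drug-selected KB-V1 line, DMEM phenol-red free plus 10% FBS. Compounds tested at multiple concentrations; normalized data fitted to concentration-effect curves.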
GLP1R inv ag – GLP-1 receptor (human) inverse agonism; P43220; HEK293 GLP-1R CRE-luciferase, luminescence, 24 h; GLP-1R form is constitutively active; Potency, µM (series often up to 38.3 µM), for inactives: at the top dose activity change, negative = inhibition, hits mostly inhibitors; hit rate 1.6% among 410,000; AID 624417; also: % is scaled to controls: 0 for no effect and ±100 for the full control effect; nearly all actives have a fitted effect of over 55% in size
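Readout was luciferase luminescence, measured 12 min after detection reagent at room temperature. Beforehand, GLP-1R reporter HEK293 cells had sat 12 h, then received compounds for 24 hr at 37 deg C.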
HEK293 tox – cytotoxicity counter-screen for GLP-1 receptor inverse agonists; HEK293 cAMP-luciferase reporter cells, luminescence, 24 h; Potency, µM (titrated, usually from 38.3 µM), for the others: at the top dose activity change, negative = inhibition, most hits filed as inhibitors; hit rate 0.13% among 410,000; AID 624418;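 also: loss of luciferase light is scored as toxicity; % is scaled to controls: 0 for no effect and ±100 for the full control effect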
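To flag toxic compounds, the library was rerun on cells for 24 hr at 37 deg C and 5% CO2. Viability-linked luminescence was captured 12 min after adding luciferase detection reagent.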
HT1080 IDH1KD tx – HT-1080 IDH1 knockdown cell toxicity (counter line); hit rate 2% among 360,000; HT-1080 IDH1 knockdown viability, ATP luminescence, 48 h; AID 686971; Potency, µM (doses to about 46.1 µM), without a hit: top-dose activity, negative = toxicity, usual class: cytotoxic;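 also: 0% = DMSO wells and -100% = cell-free medium wells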
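Using the IDH1-knockdown HT-1080 line run in the same batch and compound series as the NT line, viability after 48 h at 37 °C was determined by CellTiter-Glo luminescence and expressed as % activity.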
* = called active by the depositor; ? = inconclusive; . = no result given; [ ] = another dose, or the depositor's remark. Calls follow the shape of the dose curve; as a rule, active = well fitted curve in the direction sought with a large enough effect; inconclusive = small, poorly fitted or top-dose-only effect, or another doubt; inactive = no such curve, though single readings can be large; an effect the other way counts as inactive or inconclusive. Potency is read from the fitted curve at half-maximal effect.

SMILES	KB-3-1 cytotox	GLP1R ag	KB-V1 MDR tox	SW480 rereplic	HT1080-NT tox	HEK293 tox	TDP-43 yeast inh	GLP1R inv ag	HT1080 IDH1KD tx
COC(=O)c1nnn(-c2nonc2N)c1CSc1ccccn1	14%	-2%	3%	-2%	-1%	-15%	5%	-10%	15%
CN(C(=O)c1ccc(NC(=O)Cc2cccc(NC(=O)C3CCCN(C(=O)C4CC4)C3)c2)cc1)C1CC1 (stereo not given)	0%	-2%	-4%	-6%	0%	4%	17%	10%	1%
Cc1cc(-c2nnc(CCC(=O)NC(C)c3ccc(F)cc3)o2)no1 (stereo not given)	-13%	0%	11%	-5%	-3%	3%	10%	8%	0%
Nc1nc(SCc2c(Cl)cccc2Cl)n[nH]1	0%	3%	0%	-1%	-15%	-3%	6%	1%	-18%
COc1ccc(NC(=O)CN2C(=O)C(C)Oc3ccc(C)cc32)cc1 (stereo not given)	-23%	-2%	-11%	?	?	18%	20%	1%	21µM*
CC(OC(=O)COc1ccc(C#N)cc1)C(=O)Nc1ccc(Cl)cn1 (stereo not given)	12%	2%	7%	-258%[inhibitor]	1%	-5%	-27%	1%	7%
Cc1ccc(NC(=O)c2c(C)oc3ncn(C)c(=O)c23)cc1F	1%	.	-5%	.	.	7%	?	2%	.
Cc1ccc[n+](CC2OCc3ccccc3CO2)c1	0%	7%	3%	-11%	14%	0%	-16%	-3%	2%
CCOC(=O)c1cnc(SCC(=O)NCc2ccco2)nc1N	21%	-5%	0%	-6%	13%	-9%	4%	14%	10%
Cc1nc2ccccc2n1C1CC(=O)N(N(C)C)C1=O (stereo not given)	6%	-7%	12%	-1%	9%	10%	-16%	46%[activator]	19%
CC(C)(C)c1ccc(S(=O)(=O)Nc2ccc(C(=O)N3CCCC3)cc2)cc1	.	2%	.	11%	-1%	-9%	16%	?	-14%
C=CCc1c(C)nc(SC)nc1Nc1ccc(C)cc1	-16%	?	?	?	-19%	9%	-18%	0%	2%
Cc1[nH]c2ccc(C(=O)NC3CCC(C)CC3)cc2c1C (stereo not given)	-1%	-8%	0%	9%	0%	-13%	-13%	?	-2%
CC1(C(=O)NS(=O)(=O)c2cccc(C#N)c2)CCN1C(=O)c1ccco1 (stereo not given)	0%	8%	4%	.	8%	7%	5%	21%	18%
Cc1ccc(NC(=O)COc2cccc(Oc3ccccc3)c2)cc1S(=O)(=O)N1CCOCC1	16µM*	19%	12µM*	-4%	-10%	-29%	-4%	?	-11%
COC(=O)C[N+](C)(C)C/C=C\c1ccccc1	28%	-1%	-3%	-1%	18%	14%	-23%	-5%	20%
Cc1nn(C)c(C(=O)NNC(=S)NC2CCCCC2)c1Cl	-1%	-1%	9%	?	1%	?	9%	?	-10%
CCN(CC(=O)Nc1c(F)cccc1F)C(=O)CCN1C(=O)C2CCCCC2C1=O (stereo not given)	18%	3%	12%	-123%[inhibitor]	15%	1%	-13%	11%	6%
COc1ccc(S(=O)(=O)N2CCCC2)c(Cl)c1Cl	?	-9%	?	32%	-4%	2%	-2%	5%	-8%
O=C(/C(=C/O)N=Nc1ccccc1)c1ccc(Cl)cc1	-20%	7%	?	1%	16µM*	?	?	?	18µM*
O=C(NCc1ccc2c(c1)OCO2)C1CCCN1S(=O)(=O)c1ccc(Cl)cc1 (stereo not given)	-1%	4%	?	1%	-1%	21%	-13%	?	14%
O=C(Nc1ccc(S(=O)(=O)N2CCCCCC2)cc1)c1ccco1	8%	9%	?	0%	0%	-6%	12%	0%	17%
CN(Cc1nccn1C)C(=O)CC1C(=O)NCCN1Cc1ccc(F)cc1Cl (stereo not given)	1%	6%	22%	-6%	-4%	12%	3%	1%	13%
N#CCCNC(=O)CCN1CCOCC1	-7%	-11%	0%	3%	9%	5%	12%	0%	22%
CC(C)C[C@H](NC(=O)c1nc[nH]c1C(=O)N1CCN(c2ccccc2)CC1)C(=O)OC(C)(C)C	-14%	3%	-13%	14%	-18%	-2%	-5%	?	-7%
C=CCNC(=O)COC(=O)c1cc(S(=O)(=O)N2CCOCC2)ccc1N1CCCCC1	1%	5%	15%	3%	7%	3%	6%	2%	5%
COC(=O)N/N=C(\C)c1ccco1	10%	0%	4%	1%	5%	-4%	12%	-2%	0%
FC(F)(F)c1cccc(N2CCN(C3CC4CCC3C4)CC2)c1 (stereo not given)	2%	-8%	?	?	-19%	0%	0%	-24%	?
Cc1c(Br)c([N+](=O)[O-])nn1CC(=O)Nc1ccc(Cc2ccncc2)cc1	-15%	2%	-6%	-2%	-13%	-13%	7%	?	-14%
CCc1ccc2oc(C(=O)NCc3ccccc3)cc(=O)c2c1	-25%	.	-13%	.	.	-1%	5%	2%	.

3 structures already listed, ordered by molar mass, highest first.
SMILES	KB-3-1 cytotox	GLP1R ag	KB-V1 MDR tox	SW480 rereplic	HT1080-NT tox	HEK293 tox	TDP-43 yeast inh	GLP1R inv ag	HT1080 IDH1KD tx
Cc1c(Br)c([N+](=O)[O-])nn1CC(=O)Nc1ccc(Cc2ccncc2)cc1	-15%	2%	-6%	-2%	-13%	-13%	7%	?	-14%
COc1ccc(NC(=O)CN2C(=O)C(C)Oc3ccc(C)cc32)cc1 (stereo not given)	-23%	-2%	-11%	?	?	18%	20%	1%	21µM*
N#CCCNC(=O)CCN1CCOCC1	-7%	-11%	0%	3%	9%	5%	12%	0%	22%

(next part)
SMILES	KB-3-1 cytotox	GLP1R ag	KB-V1 MDR tox	SW480 rereplic	HT1080-NT tox	HEK293 tox	TDP-43 yeast inh	GLP1R inv ag	HT1080 IDH1KD tx
CCCCN(C=O)c1c(CC)nc2c(OCCOc3ccc(F)cc3)cccn12	0%	7%	-20%	.	4%	-12%	27%	?	-21%
Cc1cc2oc(=O)cc(CN3CCN(Cc4ccc5c(c4)OCO5)CC3)c2cc1C	-5%	-5%	-6%	0%[9.22 µM]	-2%	13%	-4%	-11%	-3%
O=C(NCCSCc1c(F)cccc1Cl)C1CCN(S(=O)(=O)Cc2ccccc2)CC1	0%	.	5%	.	.	26%	19%	6%	.
O=S(=O)(NC1CCCCC1N1CCCCC1)c1ccc(Cl)cc1 (stereo not given)	-1%	-2%	?	-13%	5%	-19%	10%	-16%	1%
CCCCNC(=S)NNC(=O)c1ccc(Br)o1	1%	0%	13%	-9%	3%	-5%	6%	-5%	2%
Cc1ccc2c(c1)=C(c1ccccc1)N(O)CC(=O)N=2	10%	4%	0%	0%	20%	-5%	-8%	18%	14%
CSc1ccc(Cl)c(C(=O)NCCOc2ccccc2)c1	-30%	3%	-18%	5%	-4%	16%	24%	?	0%
O=c1[nH]c2sc3c(c2c(=O)n1Cc1ccccc1)CCC3	3%	27%	11%	-7%	0%	11%	-10%	10%	-1%
Cc1ccccc1-c1cc(C(=O)N/N=C/c2cccnc2)c2ccccc2n1	-2%	22%	-3%	-2%	-23%	-4%	-3%	27%	-29%
O=C(Nc1ccc(S(=O)(=O)N2CCCCC2)cc1)c1ccc(Cl)nc1	-12%	2%	-13%	?	-6%	-5%	-3%	?	-7%
C/C(=N\NC(=O)c1csc(C)c1C)c1ccc(Cl)s1	8%	-5%	6%	-35%	-1%	0%	-10%	2%	4%
Cc1nn(CC2CC2)c(=O)n1-c1ccc(C(C)C)cc1	-12%	5%	-24%	-3%	-1%	3%	20%	-21%	1%
Cc1ccc2nc(C)cc(C(=O)N/N=C/c3ccncc3)c2c1	16%	0%	25%	-3%	0%	-5%	19%	34%[activator]	11%
Cc1ccc(NC(=O)c2ccc(=O)[nH]n2)cc1S(=O)(=O)Nc1ccc(SC(F)F)cc1	?	7%	-3%	16%	-24%	-2%	16%	-4%	-25%
C/C(=N\NS(=O)(=O)c1ccc(C(C)(C)C)cc1)c1ccccc1	-2%	5%	-5%	0%	-8%	2%	11%	?	-10%
COc1cccc(CN2CCN(c3nc4nonc4nc3N3CCCCC3)CC2=O)c1	-1%	16%	?	-2%	7%	3%	10%	-2%	-1%
COc1ccccc1Oc1nc2ccccn2c(=O)c1/C=C(\C#N)C(=O)Nc1c(C)n(C)n(-c2ccccc2)c1=O	4%	17%	-2%	?	3%	?	0%	37%[activator]	-15%
Cc1nn(C(C)C(=O)NCCc2ccccc2)c(=O)c2c1sc1ccccc12 (stereo not given)	3%	.	-17%	.	.	3%	7%	?	.
CCOC(=O)c1sc(-c2ccccc2)cc1NC(=O)Nc1ccccc1	-3%	-1%	?	?	?	1%	?	?	?
COc1ccc(C2(c3ccc(OC)cc3)NC(=O)N(CC(=O)N(C)C)C2=O)cc1	3%	11%	-5%	-2%	-1%	-4%	-5%	15%	0%
COc1ccc(/C=N/Nc2cc(C)nc3ccc(Br)cc23)cc1	?	-7%	16µM*	16µM*	7.3µM*	-6%	-14%	?	21µM*
CC(C)c1nc(N2CCOCC2)c(C#N)c2c1CCC2	-1%	21%	-12%	-3%	-12%	30%	16%	-11%	-1%
Cc1sc2nc(-c3cccs3)oc(=O)c2c1C	15%	-5%	0%	-22%	7%	1%	7%	2%	7%
CN(CCOc1ccc(Cl)cc1)CC(O)c1ccccc1 (stereo not given)	-9%	16%	-9%	-82%[inhibitor]	-9%	-2%	-10%	?	-8%
O=C(Nc1nc2ccccc2[nH]1)c1ccc(Cl)c(S(=O)(=O)N2CCCC2)c1	?	1%	15µM*	?	-19%	?	-1%	?	-26%
Cc1cc(NC(=O)CSc2nc3ccccc3c(=O)n2-c2ccccc2)no1	11%	1%	-11%	0%	-3%	8%	0%	10%	4%
CCOC(=O)c1cc(C#N)c(N2CCN(C(=O)c3ccccc3)CC2)nc1C(F)(F)F	0%	9%	21µM*	15µM*	-12%	1%	-27%	?	-23%

Compounds were not picked by outcome. Share with any hit: about 9.4%.
